# From PubChem BioAssay
# M4 PAM: potentiates acetylcholine response at human M4 receptor | P08173 | CHO-K1 hM4/Gqi5, Fluo-8 calcium fluorescence, ACh EC20; 0% = ACh EC20, 100% = maximal ACh | activation, % at 3 µM | hit rate 0.4% among 360,000;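 active means activation above its plate's cutoff, the mean activation of sample wells plus 3 SD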; further: some results filed as inactive read as strong as hits
# Target sequence (P08173 whole entry, looked up): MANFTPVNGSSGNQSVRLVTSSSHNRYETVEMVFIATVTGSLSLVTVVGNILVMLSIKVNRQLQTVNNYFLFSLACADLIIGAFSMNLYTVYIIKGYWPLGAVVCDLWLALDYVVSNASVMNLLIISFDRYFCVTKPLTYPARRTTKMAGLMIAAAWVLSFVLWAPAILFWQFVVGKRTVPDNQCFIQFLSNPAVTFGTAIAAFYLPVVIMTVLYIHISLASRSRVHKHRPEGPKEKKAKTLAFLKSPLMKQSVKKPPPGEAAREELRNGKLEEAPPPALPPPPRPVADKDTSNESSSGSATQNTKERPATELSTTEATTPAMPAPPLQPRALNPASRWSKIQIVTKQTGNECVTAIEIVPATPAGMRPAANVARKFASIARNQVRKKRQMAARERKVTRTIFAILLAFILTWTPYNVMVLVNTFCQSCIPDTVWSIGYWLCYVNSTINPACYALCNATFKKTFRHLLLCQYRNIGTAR
# CHRM4 agonist: agonists of human muscarinic M4 receptor (CHRM4). P08173. CHO-K1 hM4/Gqi5, Fluo-8 calcium fluorescence; vehicle 0%, full acetylcholine response 100%. activation, % at 3 µM. hit rate 0.14% among 360,000. AID 624127;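 active means activation above the run mean over all test wells plus 3 SD, cut at about 32% in these data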;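 further: peak over basal fluorescence ratio per well then scaled between controls; 0% = DMSO wells and 100% = acetylcholine at EC100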
# CHRM4 antagonist: antagonists of human muscarinic M4 receptor (CHRM4). inhibition, % at 3 µM. hit rate 0.73% among 360,000. AID 624125. CHO-hM4 cells, ACh EC80, Fluo-8 calcium fluorescence;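 active means inhibition above its plate's cutoff, the mean inhibition of sample wells plus 3 SD, cut at about 27% in these data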;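 further: 0% = acetylcholine EC80 with DMSO and 100% = DMSO without agonist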
# M5 PAM: positive allosteric modulators of human muscarinic M5 receptor; P08912; CHO-K1 hM5, Fluo-8 calcium, ACh EC20 PAM; 0% = ACh EC20, 100% = ACh EC100; hit rate 0.3% among 360,000; activation, % at 3 µM;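 active means activation above the run cutoff, the mean activation of all test compounds plus 3 SD, cut at about 18% in these data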
# Target sequence (P08912 whole entry, looked up): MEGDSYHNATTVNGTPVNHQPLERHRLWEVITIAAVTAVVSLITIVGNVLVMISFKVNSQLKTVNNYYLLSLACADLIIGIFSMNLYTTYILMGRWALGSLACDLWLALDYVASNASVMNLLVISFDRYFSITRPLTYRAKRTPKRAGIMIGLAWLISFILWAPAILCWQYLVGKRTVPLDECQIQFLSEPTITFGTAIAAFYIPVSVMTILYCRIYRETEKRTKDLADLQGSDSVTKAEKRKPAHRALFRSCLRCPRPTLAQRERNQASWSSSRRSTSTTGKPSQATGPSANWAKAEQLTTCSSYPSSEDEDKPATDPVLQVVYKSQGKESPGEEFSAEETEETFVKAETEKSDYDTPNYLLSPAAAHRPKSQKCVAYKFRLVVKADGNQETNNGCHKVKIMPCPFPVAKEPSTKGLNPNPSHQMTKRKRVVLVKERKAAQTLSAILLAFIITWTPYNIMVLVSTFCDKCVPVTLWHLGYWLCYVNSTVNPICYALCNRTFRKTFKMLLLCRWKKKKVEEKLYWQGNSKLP
#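 Test system: CHO-K1 hM5 cells / Doses: single-point, 3 µM nominal / Times: Post-acetylcholine fluorescence recording 140 s / Technique: Fluo-8 calcium fluorescence / Measure: Max/basal fluorescence ratio as % of EC20–EC100 ACh window / Benchmarks: low control EC20 acetylcholine (0%), high control EC100 acetylcholine (100%) / Replicates: one well per compound, no replicates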
# M5 antag: blocks acetylcholine activation of human M5 receptor; P08912; CHO-hM5 cells, Fluo-8 calcium fluorescence, ACh EC80; inhibition, % at 3 µM; hit rate 0.59% among 360,000;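 active means inhibition above a per-plate cutoff, the mean of that plate's test compounds plus 3 SD, cut at about 27% in these data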;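 further: 0% = acetylcholine EC80 with DMSO and 100% = DMSO without agonist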
# M5 ag: agonists of human muscarinic M5 receptor (CHRM5); P08912; activation, % at 3 µM; hit rate 0.19% among 360,000; CHO-K1 hM5 cells, Fluo-8 calcium fluorescence; 0% DMSO wells, 100% maximal acetylcholine response;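 active means activation above the run's mean over test compounds plus 3 SD, cut at about 23% in these data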;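 further: signal is peak over basal fluorescence ratio across the kinetic read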
# CHO-K1 Ca ag: counter-screen for M1 agonists: effect in parental CHO-K1 cells. Fluo-8 calcium fluorescence; scaled to maximal ATP response, vehicle zero. activation, % at 3 µM. hit rate 0.48% among 360,000; in the data active means activation above about 15%;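 further: untransfected CHO-K1 host cells lacking M1 receptor as counterscreen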
# CHO-K1 Ca PAM: counter-screen for M1 PAMs: effect in parental CHO-K1 cells. activation, % at 3 µM. hit rate 0.02% among 360,000. ATP EC20, Fluo-8 calcium fluorescence; 0% at ATP EC20, 100% at ATP max;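 active means activation above the run cutoff, the mean activation of all test compounds plus 3 SD, cut at about 40% in these data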;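 further: peak over basal fluorescence ratio in a 140 s read after ATP addition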
# CHO-K1 Ca antag: M1 antagonist counterscreen hit in parental CHO-K1 cells | ATP-induced calcium, Fluo-8 fluorescence | inhibition, % at 3 µM | hit rate 0.6% among 360,000;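 active means inhibition above a per-plate cutoff, the plate's mean sample inhibition plus 3 SD, cut at about 24% in these data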;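 further: 0% = DMSO plus EC80 ATP and 100% = DMSO alone without ATP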
# An asterisk follows results filed as active.
# Screens by letter: A = M4 PAM; B = CHRM4 agonist; C = CHRM4 antagonist; D = M5 PAM; E = M5 antag; F = M5 ag; G = CHO-K1 Ca ag; H = CHO-K1 Ca PAM; I = CHO-K1 Ca antag
COCCCN(C(=S)NC(=O)C12CC3CC(CC(C3)C1)C2)c1c(N)n(Cc2ccccc2)c(=O)[nH]c1=O
  A: 0; B: 1; C: 2; D: 1; E: 2; F: 1; G: 0.2; H: -7; I: -16
COc1ccc(C(=O)NCc2nnc(SCC(=O)Nc3ccccc3F)o2)cc1
  A: 2; B: 2; C: -8; D: -3; E: 0; F: -4; G: 0.1; H: 14; I: -3
Cc1c(C)n2c(SCC(=O)Nc3cccc4ccccc34)nnc2[nH]c1=O
  A: 4; B: -2; C: 3; D: 5; E: 7; F: 4; G: -1.1; H: 8; I: 2
COc1cc(CNC(=O)OCC(C)C)cc(OC)c1OC
  A: 3; B: 0; C: -6; D: 2; E: -3; F: 0; G: 0.7; H: 22; I: -21
Cc1c(NC(=O)N(C)c2ccccc2)c(=O)n(-c2ccccc2)n1C
  A: -7; B: 0; C: 10; D: 2; E: 18; F: -5; G: 0.6; H: 10; I: -14
COc1ccc(CNC(=O)C2CCC(=O)N(CC3CCCCC3)C2)cc1 (stereo unspecified)
  A: 5; B: 2; C: -3; D: 0; E: 1; F: -3; G: 1.0; H: -14; I: -2
COC(=O)CSCC(=O)Nc1nnc(-c2ccccc2C)s1
  A: -7; B: 0; C: 0; D: -4; E: 3; F: -2; G: 0.3; H: 8; I: -13
CCOC(=O)N1N=C(c2ccc(OC)cc2)CC1(O)C(F)(F)F (stereo unspecified)
  A: 2; B: 1; C: 4; D: -9; E: 16; F: -3; G: -0.4; H: -13; I: 22
Cc1cc(=O)oc2cc(OCC(=O)Nc3ccc(CN4CCOCC4)cc3)c(Cl)cc12
  A: -2; B: 0; C: -2; D: 3; E: -2; F: 0; G: 0.8; H: 8; I: -15
CCCCCn1c(N)c(-c2nc3ccccc3o2)c2c([N+](=O)[O-])nn(C)c(=O)c21
  A: -2; B: 1; C: 0; D: 0; E: -1; F: 1; G: 2.3; H: 16; I: 1
CCN(CC)CCOC(=O)c1ccc(NC(=O)/C=C/c2cccs2)cc1
  A: -6; B: 1; C: 0; D: -1; E: 0; F: -10; G: 0.4; H: 6; I: 0
CC1CCN(C(=O)C2CCN(S(=O)(=O)c3cnc[nH]3)CC2)CC1
  A: -2; B: 0; C: -7; D: 3; E: -2; F: -7; G: 0.6; H: 20; I: -4
O=c1[nH]c(=S)n(-c2ccc(Br)cc2)c2ncccc12
  A: -5; B: 1; C: -10; D: -4; E: 10; F: -3; G: 1.1; H: 19; I: -16
CCC(=O)Nc1nc2ccccc2n1CCN(C)C
  A: 4; B: 1; C: 8; D: 0; E: 5; F: -6; G: 0.1; H: 17; I: -11
COc1cccc(NC(=O)CCNC(=O)Cn2ccc3ccccc3c2=O)c1
  A: 2; B: 1; C: -9; D: 4; E: -6; F: -2; G: 0.2; H: 21; I: -17
Cc1cccc(C)c1NC(=O)C1CCCN1C(=O)OC(C)(C)C (stereo unspecified)
  A: 2; B: 1; C: -4; D: -7; E: 7; F: 2; G: 0.2; H: 7; I: -10
O=C(COC(=O)CNS(=O)(=O)c1ccccc1)NC12CC3CC(CC(C3)C1)C2
  A: 0; B: 2; C: -12; D: -3; E: 13; F: 3; G: 0.4; H: 0; I: -5
O=C(CCN1C(=O)/C(=C/c2ccccc2)SC1=S)Nc1cccnc1
  A: 2; B: 7; C: -4; D: 3; E: 0; F: 2; G: 7.3; H: 21; I: -13
COc1ccc(CN(CCCN2CCOCC2)C(=O)Nc2ccccc2)cc1OC
  A: -2; B: 1; C: 2; D: 5; E: 1; F: -1; G: 1.0; H: 8; I: -23
COC(=O)c1cccc(C(=O)Oc2cccc(Br)c2)n1
  A: -3; B: 1; C: 1; D: 0; E: 4; F: 1; G: 0.9; H: 15; I: -4
CCN(CC(=O)Nc1cc(Cl)ccc1C)C(=O)C1CCN(c2ncnc3sc(C)c(C)c23)CC1
  A: -13; B: 18; C: 15; D: -18; E: 27*; F: 2; G: 5.2; H: -11; I: 4
COc1ccc(-n2cccc2/C=C/[N+](=O)[O-])cc1
  A: -1; B: -1; C: -6; D: 2; E: -4; F: -2; G: -0.5; H: 19; I: -7
COc1ccc(OC)c(CCNC(=O)CN2C(=O)CCSc3ccccc32)c1
  A: 1; B: 1; C: -2; D: 0; E: 2; F: -4; G: 6.2; H: 19; I: -8
Cc1cccc(C(=O)N(NC(=O)Oc2ccccc2)C(C)(C)C)c1
  A: 2; B: 1; C: -9; D: -3; E: -2; F: -1; G: 0.8; H: 20; I: -9
C[N+]12CCCCC1[C@@H](CO)CCC2 (stereo partly specified)
  A: -5; B: 0; C: -6; D: 4; E: -5; F: 4; G: 0.3; H: 2; I: -15
O=C(O)CNC(=O)C1(NC(=O)OCc2ccccc2)CCCC1
  A: 7; B: 1; C: -4; D: -2; E: 5; F: 5; G: 1.1; H: 15; I: -15
Cc1cccc(C2N(c3nccs3)C(=O)C3CCCN32)c1 (stereo unspecified)
  A: 1; B: 1; C: -4; D: -1; E: 0; F: -3; G: 0.3; H: 15; I: -7
CCOc1ccc(NC(=O)CN(C)C(=O)c2cccc(S(=O)(=O)N3CCCC3)c2)cc1OCC
  A: 1; B: 1; C: 6; D: -10; E: -3; F: 0; G: 0.2; H: -18; I: 15
CC(C(=O)Nc1ccc2c(c1)OCCO2)N1CCN(C(=O)c2ccco2)CC1 (stereo unspecified)
  A: 11; B: 1; C: -3; D: 3; E: 3; F: -2; G: 1.3; H: 19; I: -8
O=C(NC1CSCC1OC(=O)c1ccccc1)c1ccccc1 (stereo unspecified)
  A: 12; B: 1; C: -1; D: 5; E: -3; F: 2; G: 1.1; H: 6; I: -13

# The last three compounds of the section before come first, to join the parts.
# Screens by letter: A = M4 PAM; B = CHRM4 agonist; C = CHRM4 antagonist; D = M5 PAM; E = M5 antag; F = M5 ag; G = CHO-K1 Ca ag; H = CHO-K1 Ca PAM; I = CHO-K1 Ca antag
CCOc1ccc(NC(=O)CN(C)C(=O)c2cccc(S(=O)(=O)N3CCCC3)c2)cc1OCC
  A: 1; B: 1; C: 6; D: -10; E: -3; F: 0; G: 0.2; H: -18; I: 15
CC(C(=O)Nc1ccc2c(c1)OCCO2)N1CCN(C(=O)c2ccco2)CC1 (stereo unspecified)
  A: 11; B: 1; C: -3; D: 3; E: 3; F: -2; G: 1.3; H: 19; I: -8
O=C(NC1CSCC1OC(=O)c1ccccc1)c1ccccc1 (stereo unspecified)
  A: 12; B: 1; C: -1; D: 5; E: -3; F: 2; G: 1.1; H: 6; I: -13
Cc1ccc(CNC(=O)c2cn(C)c(=O)c3c2c2ccccc2n3C)o1
  A: 0; B: 1; C: 0; D: -3; E: 4; F: 1; G: 0.1; H: -6; I: 16
O=C(O)c1ccc(N/N=C/c2ccc3c(c2)OCO3)cc1
  A: -4; B: 10; C: -1; D: -5; E: 5; F: 2; G: 2.7; H: 16; I: -7
NC(=O)c1ccc(NC(=O)COc2cccc3c2CCNC3=O)cc1
  A: 6; B: 0; C: -4; D: 0; E: -2; F: 4; G: 0.2; H: -17; I: 5
CCc1cc2cc(C(=O)Nc3ccccc3F)sc2s1
  A: -1; B: -2; C: 1; D: -1; E: 7; F: -5; G: -0.6; H: 4; I: -5
Cn1c2c(c(=O)n(C)c1=O)[C@@H]1c3c(ccc4ccccc34)OC[C@@H]1CO2
  A: 6; B: 1; C: -5; D: -3; E: 4; F: -2; G: -0.1; H: 9; I: -9
Cn1nccc1C(=O)N1CCN(C23CC4CC(CC(C4)C2)C3)CC1
  A: -8; B: 0; C: 13; D: 1; E: 9; F: -7; G: 0.5; H: 19; I: -3
O=C(NCC(=O)N(Cc1ccco1)C(C(=O)NC1CCCCC1)c1cccnc1)c1ccco1 (stereo unspecified)
  A: 9; B: 1; C: -4; D: 2; E: -3; F: -6; G: 0.3; H: 10; I: -4
CCOC(=O)C1(Cc2ccccc2)CCN(CC2CC=CCC2)CC1 (stereo unspecified)
  A: -8; B: 1; C: 5; D: 2; E: 1; F: -11; G: 6.0; H: 12; I: -4
NC(=O)[C@@H]1CCCN1Cc1nc(Cc2ccccc2F)no1
  A: 1; B: 0; C: 3; D: 2; E: -2; F: 0; G: 1.4; H: 19; I: -13
COc1ccc(CNC(=O)CNC(=O)[C@@H]2Cc3ccccc3CN2)cc1
  A: 2; B: 0; C: 8; D: -1; E: 9; F: 0; G: 0.5; H: -8; I: -7
Cc1ccc(-c2csc(Nc3ccccc3)[n+]2CCc2ccccc2)cc1
  A: -11; B: -1; C: -17; D: -4; E: -4; F: 3; G: 0.7; H: 14; I: -9
CCOc1ccc(-c2nc(C#N)c(N3CCOCC3)o2)cc1
  A: -5; B: 0; C: 5; D: -1; E: 1; F: -1; G: -0.2; H: 7; I: 2
Cc1sc2ncn(CC(=O)Nc3ccccc3F)c(=O)c2c1-c1ccccc1
  A: 12; B: 1; C: -13; D: 6; E: -3; F: 0; G: 0.4; H: -4; I: -17
COc1ccc(NC(=S)NCCCCCC(=O)C[N+](=O)[O-])cc1
  A: 0; B: 0; C: 0; D: -1; E: -16; F: 0; G: 0.0; H: 16; I: -5
O=C(Nc1cccnc1)C(Cc1ccccc1)n1cccc1 (stereo unspecified)
  A: 0; B: 0; C: -7; D: -7; E: 14; F: 1; G: 0.0; H: 1; I: -5
CC(=O)Cc1nsc(NC(=O)c2ccccc2)n1
  A: 0; B: 1; C: -4; D: -1; E: -4; F: 3; G: 0.4; H: 12; I: -3
COc1ccc(-c2nnc(Nc3ccc(OC)c(C(=O)N4CCCCC4)c3)c3ccccc23)cc1
  A: -5; B: 4; C: -7; D: -8; E: 7; F: -4; G: 1.4; H: 27; I: -10
O=C(CCCCCn1nnc2ccccc2c1=O)N[C@H](C(=O)O)c1ccccc1
  A: 13; B: 0; C: -1; D: 5; E: -3; F: 1; G: 1.1; H: -12; I: -12
COc1ccccc1CN1CCNC(=O)C1CC(=O)N(C)C1CCOCC1 (stereo unspecified)
  A: 3; B: 0; C: -2; D: 2; E: 0; F: 0; G: 0.4; H: 8; I: -5
Cc1ccc(C(=O)Nc2ccc(C(=O)N3CCCCC3C)cc2)cc1 (stereo unspecified)
  A: 0; B: 4; C: -1; D: 1; E: 5; F: 1; G: 1.6; H: 18; I: -14
Cc1nc(Nc2ccc(C(=O)O)cc2)nc(Nc2ccc(C(=O)O)cc2)c1[N+](=O)[O-]
  A: -9; B: 0; C: 11; D: 3; E: 2; F: 0; G: 1.0; H: 23; I: -11
O=C(O)c1cccnc1Oc1ccccc1
  A: 3; B: 0; C: 0; D: 1; E: 5; F: -2; G: 0.8; H: 14; I: -9
C=CCNC(=O)c1c(Cl)cnn1-c1ccc(C)cc1
  A: 2; B: 1; C: -4; D: -3; E: 9; F: -2; G: -0.4; H: -16; I: 13
COc1ccc(CCNC(=O)CN2CCC(C(N)=O)CC2)cc1
  A: 15; B: 0; C: -7; D: -1; E: -3; F: 2; G: 0.1; H: -5; I: 11
CCOC(=O)C1(Cc2cccc(OC)c2)CCN(CCO)CC1
  A: 3; B: 1; C: -3; D: 4; E: -11; F: -2; G: 0.9; H: 23; I: -2
O=C(NCc1ccccc1)C1CCCN(C(=O)c2ccc(F)cc2)C1 (stereo unspecified)
  A: 0; B: 0; C: -1; D: 4; E: 0; F: 2; G: 1.0; H: -7; I: 1
Cc1cc2nc(-c3ccco3)c(Cc3ccccc3C(F)(F)F)n2c(C)c1Br
  A: 9; B: 1; C: 2; D: 3; E: -5; F: 3; G: 2.6; H: 21; I: -12
